High-throughput results as filed in PubChem.
EZH2 inh: EZH2/PRC2 methyltransferase inhibitors, primary screen, biochemical, DELFIA time-resolved fluorescence, single point; AID 651548, 2012; PRC2 H3K27 methylation, DELFIA TRF, 1 h; inhibition, % at 12.5 µM; Histone-lysine N-methyltransferase EZH2 (Homo sapiens), Q15910; 57,000 tested, 0.35% active;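 active = mean inhibition of replicates at least 50% and every single replicate also reaching 50%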;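 also: dimethyl H3K27 on biotinylated H3 21-44 peptide detected by antibody; plate controls were median neutral control wells for no effect and median positive control wells for full effect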
IDH1 R132H inh: inhibitors of IDH1 R132H reductase, primary screen, biochemical, plate reader, single point; AID 624101, 2012; Isocitrate dehydrogenase [NADP] cytoplasmic (Homo sapiens), O75874; inhibition, % at 10 µM; diaphorase/resazurin fluorescence, 60 min; 70,000 tested, 0.18% active; in the data active = inhibition above about 34%;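 also: 0% = DMSO and 100% = no enzyme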
Target sequence (O75874 whole entry R132H): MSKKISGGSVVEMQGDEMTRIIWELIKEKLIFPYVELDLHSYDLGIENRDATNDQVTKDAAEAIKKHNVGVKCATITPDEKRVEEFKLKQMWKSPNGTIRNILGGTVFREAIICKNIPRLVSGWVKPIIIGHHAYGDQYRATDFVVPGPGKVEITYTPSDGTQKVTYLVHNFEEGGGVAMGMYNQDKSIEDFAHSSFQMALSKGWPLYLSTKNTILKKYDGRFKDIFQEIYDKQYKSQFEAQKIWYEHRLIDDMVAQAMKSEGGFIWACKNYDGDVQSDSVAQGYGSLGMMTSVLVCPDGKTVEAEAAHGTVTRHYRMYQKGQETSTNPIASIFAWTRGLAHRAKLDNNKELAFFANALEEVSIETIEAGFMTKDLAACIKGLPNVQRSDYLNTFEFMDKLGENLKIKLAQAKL
Starred values were filed as active, the others as inactive; / = no result given; & = joins results of further samples. This is a subset; rates above refer to the full screens.

SMILES	EZH2 inh	IDH1 R132H inh
C[C@@H]1CCCCO[C@H](CN(C)Cc2ccncc2)[C@H](C)CN([C@H](C)CO)C(=O)c2cc(NC(=O)Nc3ccccc3)ccc2O1	-18.4	1.6
CO[C@H]1CN(C)C(=O)c2cc(NS(=O)(=O)c3ccc(C)cc3)ccc2OC[C@@H](C)N(C(=O)NC(C)C)C[C@H]1C	3.8	-0.1
COc1ccc(NC(=O)Nc2cccc3c2O[C@H](CN(C)S(=O)(=O)c2cn(C)cn2)[C@H](C)CN([C@H](C)CO)C3=O)cc1	/	-1.4
COc1ccc(NC(=O)N(C)C[C@@H]2Oc3c(NC(=O)C4CCOCC4)cccc3C(=O)N([C@@H](C)CO)C[C@@H]2C)cc1	-2.8	-0.5
C[C@@H]1CN([C@@H](C)CO)C(=O)Cc2cc(NS(=O)(=O)c3cccs3)ccc2O[C@H]1CN(C)C(=O)Nc1ccccc1	/	2.4
C[C@@H]1CN([C@H](C)CO)S(=O)(=O)c2ccc(-c3cccc(C#N)c3)cc2O[C@H]1CN(C)C(=O)c1cccnc1	/	-0.2
CSc1ccccc1NC(=O)CSc1nccn1C	0.9	0.5
CO[C@H](CN(C)C(=O)C1CC1)[C@H](C)CN(C(=O)Nc1ccc(C(F)(F)F)cc1)[C@H](C)CO	2.8	-0.1
C[C@@H]1CN([C@@H](C)CO)C(=O)c2cc(C#Cc3ccccn3)cnc2O[C@H]1CN(C)C(=O)CCN1CCCCC1	-6.9	/
CC(NS(=O)(=O)c1ccccc1)C(=O)Nc1ccc2c(c1)OCCO2 (stereo not drawn)	0.6	-0.1
O=C(NCC[C@H]1CC[C@@H](NC(=O)c2cnccn2)[C@H](CO)O1)Nc1ccc(F)cc1	0.6	0.1
COc1ccc(NC(=O)N(C)C[C@@H]2Oc3ccc(NC(=O)NC4CCCCC4)cc3C(=O)N([C@@H](C)CO)C[C@@H]2C)cc1	4.9	0.3
C[C@H](CO)N1C[C@H](C)[C@@H](CN(C)C(=O)NC2CCCCC2)Oc2ccc(NC(=O)C3CCCCC3)cc2CC1=O	-3.9	0.1
CCCN1C[C@@H](C)[C@@H](OC)CN(C)C(=O)c2cc(NC(=O)Nc3c(C)noc3C)ccc2OC[C@@H]1C	1.7	0.0
O=S(=O)(Cc1ccccc1)NCC[C@H]1CC[C@@H](NS(=O)(=O)c2ccc(F)cc2)[C@@H](CO)O1	-2.2	0.1
O=C(O)c1cccc(CSc2nnc(Cc3ccccc3)o2)c1	6.2	0.2
O=C(NCC[C@H]1CC[C@@H](NS(=O)(=O)c2ccccc2)[C@H](CO)O1)c1ccc2c(c1)OCO2	-5.3	-0.3
O=C(N[C@H]1CC[C@H](CCNS(=O)(=O)c2cccc(Cl)c2)O[C@@H]1CO)c1ccccc1	11.6	-0.4
C[C@@H]1CN([C@H](C)CO)C(=O)c2cccc(NC(=O)NC3CCCCC3)c2O[C@@H]1CN(C)S(=O)(=O)c1cccs1	/	-0.5
COc1cccc(S(=O)(=O)N[C@@H]2CC[C@@H](CC(=O)NCc3ccccc3)O[C@@H]2CO)c1	2.0	0.2
COc1ccc(NC(=O)Nc2ccc3c(c2)C(=O)N([C@H](C)CO)C[C@H](C)[C@@H](CN(C)S(=O)(=O)c2ccc(Cl)cc2)O3)cc1	/	0.0
COc1ccc(S(=O)(=O)N(C)C[C@H]2Oc3ccc(NS(=O)(=O)c4ccc(F)cc4)cc3CC(=O)N([C@@H](C)CO)C[C@H]2C)cc1	/	-0.5
C[C@@H]1CN([C@@H](C)CO)C(=O)c2cc(C3=CCCCC3)cnc2O[C@@H]1CN(C)C(=O)Cc1ccccc1	-2.8	-0.3
Cc1cc(Cl)ccc1NC(=O)c1ccc(OCC(=O)Nc2ccccc2)cc1	-15.8	0.4
CC(C)NC(=O)N(C)C[C@H]1Oc2ccc(NC(=O)Nc3ccc(C(F)(F)F)cc3)cc2C(=O)N([C@@H](C)CO)C[C@@H]1C	10.4	0.3
CC(C)NC(=O)N(C)C[C@@H]1Oc2ccc(NC(=O)c3ccncc3)cc2C(=O)N([C@@H](C)CO)C[C@H]1C	-7.7	2.1
COC(=O)C[C@H]1C=C[C@H](NC(=O)Nc2ccc(C(F)(F)F)cc2)[C@@H](CO)O1	4.0	0.2
Cc1noc(C)c1NC(=O)N(C)C[C@@H]1OCCCC[C@H](C)Oc2ccc(NC(=O)Nc3cccc4ccccc34)cc2C(=O)N([C@@H](C)CO)C[C@H]1C	/	-2.8
C[C@@H]1CN([C@@H](C)CO)C(=O)c2cc(NC(=O)NC3CCCCC3)ccc2O[C@@H](C)CCCCO[C@@H]1CN(C)S(=O)(=O)c1cccs1	/	0.3
CO[C@@H]1CN(C)C(=O)c2cc(NC(=O)NC(C)C)ccc2OC[C@@H](C)N(C(=O)NC(C)C)C[C@@H]1C	2.0	0.5
C[C@@H]1CN([C@@H](C)CO)C(=O)c2cc(NC(=O)CCC(F)(F)F)ccc2O[C@@H](C)CCCCO[C@@H]1CN(C)C(=O)C1CCCCC1	/	0.3
C[C@H](CO)N1C[C@H](C)[C@@H](CN(C)C(=O)C2CC2)Oc2cc(-c3ccncc3)ccc2S1(=O)=O	-14.8	/
Cc1noc(C)c1S(=O)(=O)Nc1ccc2c(c1)C(=O)N([C@@H](C)CO)C[C@@H](C)[C@H](CN(C)S(=O)(=O)c1cccs1)O2	/	1.0
CCCNC(=O)C[C@H]1C[C@@H]2c3cc(NS(=O)(=O)c4cccc(OC)c4)ccc3O[C@@H]2[C@H](CO)O1	2.9	-0.3
Cc1noc(C)c1S(=O)(=O)Nc1ccc2c(c1)C(=O)N([C@H](C)CO)C[C@@H](C)[C@H](CN(C)S(=O)(=O)c1ccc(F)cc1)OCCCC[C@@H](C)O2	/	1.5
O=C(C[C@H]1C[C@@H]2c3cc(NC(=O)CC4CC4)ccc3O[C@@H]2[C@@H](CO)O1)NCc1ccccc1F	-9.2	0.1
C[C@@H]1CN([C@H](C)CO)C(=O)c2cc(NS(C)(=O)=O)ccc2O[C@@H]1CN(C)S(=O)(=O)c1cccs1	/	0.7
CO[C@@H]1CN(C)C(=O)c2cc(NC(=O)C3CCCC3)ccc2OC[C@@H](C)N(C(=O)c2ccccc2)C[C@H]1C	-23.2	0.4
CCCNC(=O)COc1ccc(C=O)cc1	-3.9	/
O=C(N[C@@H]1CC[C@H](CCn2cc(C3CC3)nn2)O[C@H]1CO)c1cccnc1	-1.9	0.1

The closing 2 records of the part before come first, to join the parts:
SMILES	EZH2 inh	IDH1 R132H inh
CCCNC(=O)COc1ccc(C=O)cc1	-3.9	/
O=C(N[C@@H]1CC[C@H](CCn2cc(C3CC3)nn2)O[C@H]1CO)c1cccnc1	-1.9	0.1
Cc1ccc(S(=O)(=O)N[C@@H]2CC[C@H](CCNC(=O)CN3CCOCC3)O[C@H]2CO)cc1	-8.3	0.3
C[C@H](CO)N1C[C@H](C)[C@H](CN(C)Cc2ccc(Cl)c(Cl)c2)OCCCC[C@H](C)Oc2ccc(NS(C)(=O)=O)cc2C1=O	/	1.1
Cc1noc(C)c1NC(=O)Nc1ccc2c(c1)C(=O)N([C@@H](C)CO)C[C@H](C)[C@@H](CN(C)C(=O)Nc1ccc(F)cc1)OCCCC[C@@H](C)O2	/	4.9
Cc1nc(-c2ccccn2)nc(SCC(=O)c2ccc(F)cc2)c1Cl	-2.8	0.3
CC(=O)N(C)C[C@@H]1Oc2ncc(C#Cc3ccc(F)cc3)cc2C(=O)N([C@@H](C)CO)C[C@H]1C	-10.1&0.2	-1.7&-0.2
C[C@H](CO)N1C[C@H](C)[C@@H](CN(C)Cc2ccc(C(=O)O)cc2)OCc2cnnn2CCCC1=O	/	0.7
CNC[C@H]1OCCCC[C@@H](C)Oc2ccc(NS(C)(=O)=O)cc2C(=O)N([C@H](C)CO)C[C@@H]1C	-5.1	/
COC(=O)C(CC#Cc1ccc2c(c1)[C@]1(C(=O)N2)[C@H](C(=O)N2CCN(c3ncccn3)CC2)[C@H]2C(=O)O[C@H](c3ccccc3)[C@H](c3ccccc3)N2[C@@H]1c1ccc(OCCO)cc1)C(=O)OC	-18.9	/
Cn1cnc(S(=O)(=O)N[C@@H]2C=C[C@@H](CC(=O)Nc3ccc(-c4ccccc4)cc3)O[C@@H]2CO)c1	-1.7	0.0
Cn1ncc(C(=O)Sc2ccc(Cl)cc2)c1-n1cccc1	-7.5	1.0
CO[C@@H](CN(C)C(=O)c1ccccc1F)[C@@H](C)CN([C@H](C)CO)S(=O)(=O)c1ccc(Cl)cc1	2.7	-0.2
CC(C)NC(=O)N(C)C[C@H]1Oc2ncc(-c3cncnc3)cc2C(=O)N([C@H](C)CO)C[C@@H]1C	-6.6	/
C[C@H]1CN([C@@H](C)CO)C(=O)c2cccc(N(C)C)c2O[C@H]1CN(C)Cc1ccncc1	-1.6	1.0
Cc1noc(C)c1S(=O)(=O)Nc1ccc2c(c1)C(=O)N([C@H](C)CO)C[C@@H](C)[C@@H](CN(C)Cc1ccc(C(=O)Nc3ccccc3N)cc1)O2	-1.5	0.2
CC(C)C#Cc1cnc2c(c1)C(=O)N([C@H](C)CO)C[C@H](C)[C@@H](CN(C)C(=O)c1cnccn1)O2	-12.1	/
O=C(NCC[C@@H]1CC[C@@H](NC(=O)Nc2cc(F)ccc2F)[C@H](CO)O1)Nc1ccc(Cl)cc1	-9.3	0.4
O=C(CN1CCOCC1)NCC[C@H]1CC[C@@H](NC(=O)Nc2ccc(C(F)(F)F)cc2)[C@H](CO)O1	0.4	-0.4
O=C(CCCCC(=O)N/N=C/c1ccc(I)cc1)NO	9.5	0.0
CO[C@H](CN(C)C(=O)C1CCOCC1)[C@H](C)CN(C(=O)Nc1ccc(C(F)(F)F)cc1)[C@@H](C)CO	-1.7	0.1
O=C(O)CCC1OC(=O)C(=O)C1c1ccccc1 (stereo not drawn)	8.2	0.1

Single records, from the list above. Order of values: EZH2 inh, IDH1 R132H inh
`O=C(NCC[C@@H]1CC[C@@H](NC(=O)Nc2cc(F)ccc2F)[C@H](CO)O1)Nc1ccc(Cl)cc1` reads -9.3, 0.4
`CO[C@H](CN(C)C(=O)C1CCOCC1)[C@H](C)CN(C(=O)Nc1ccc(C(F)(F)F)cc1)[C@@H](C)CO` reads -1.7, 0.1
`CC(C)NC(=O)N(C)C[C@H]1Oc2ncc(-c3cncnc3)cc2C(=O)N([C@H](C)CO)C[C@@H]1C` reads -6.6, /
`O=C(CN1CCOCC1)NCC[C@H]1CC[C@@H](NC(=O)Nc2ccc(C(F)(F)F)cc2)[C@H](CO)O1` reads 0.4, -0.4
`O=C(CCCCC(=O)N/N=C/c1ccc(I)cc1)NO` reads 9.5, 0.0

Remaining list, next part.
SMILES	EZH2 inh	IDH1 R132H inh
O=C(COc1ccccc1[N+](=O)[O-])Nc1cc2nn(-c3ccccc3)nc2cc1Cl	6.9	0.0
Cc1ccc(S(=O)(=O)N(C)C[C@@H]2Oc3ccc(NC(=O)NC4CCCCC4)cc3C(=O)N([C@H](C)CO)C[C@@H]2C)cc1	0.5	/
C[C@H]1CN([C@@H](C)CO)S(=O)(=O)c2ccc(-c3ccccc3)cc2O[C@H]1CN(C)CC1CC1	-22.5	-2.0
CC(=O)N(C)C[C@@H]1Oc2cc(C#Cc3ccccn3)ccc2S(=O)(=O)N([C@@H](C)CO)C[C@@H]1C	/	-0.5
CO[C@H]1O[C@H](CO)[C@@H](OC(=O)Nc2ccc3c(c2)OCO3)[C@H](OC(=O)Nc2ccccc2)[C@H]1OC(=O)Nc1ccccc1	-1.7	/
C[C@H]1CN([C@@H](C)CO)C(=O)c2cc(C#CCN(C)C)cnc2O[C@H]1CN(C)C(=O)Cc1cccnc1	/	0.2
O=C(Nc1ccc(F)cc1)N[C@H]1C=C[C@H](CC(=O)N2CCOCC2)O[C@@H]1CO	2.5	-0.2
CC(C)NC(=O)N[C@H]1CC[C@H](CC(=O)NCc2ccc(Oc3ccccc3)cc2)O[C@@H]1CO	-4.7	0.1
CCC(=O)N1C[C@H](C)[C@H](OC)CN(C)C(=O)c2cc(NC(=O)c3cc(C)on3)ccc2OC[C@H]1C	4.8	0.1
O=S(=O)(NCC[C@@H]1CC[C@@H](NS(=O)(=O)c2cccc(Cl)c2)[C@@H](CO)O1)c1cccc(F)c1	1.3	-0.6
O=S(=O)(N[C@@H]1CC[C@H](CCn2cc(-c3cccnc3)nn2)O[C@@H]1CO)c1ccc(Cl)cc1	11.0	10.9
Cc1noc(C)c1NC(=O)N(C)C[C@@H]1Oc2ccc(N(C)C)cc2C(=O)N([C@@H](C)CO)C[C@H]1C	7.4	1.0
CCC(=O)N(C)C[C@@H]1Oc2cc(C#CCC(C)C)ccc2S(=O)(=O)N([C@@H](C)CO)C[C@H]1C	/	1.0
C[C@H](CO)N1C[C@H](C)[C@@H](CN(C)C(=O)c2cccc(F)c2)Oc2cc(C#CC3CCCC3)ccc2S1(=O)=O	10.4	0.3
CCn1c(SCC(=O)Nc2ccc(C)c(F)c2)nnc1-c1cccc(Cl)c1	4.4	-0.2
Cc1ccc(NC(=O)c2cccc(S(=O)(=O)Nc3cccc(C(=O)O)c3)c2)cc1	-12.6	0.1
Cc1ccc(NC(=O)CSc2nnc(-c3ccc(Cl)c(Cl)c3)n2C)cc1C	-9.3	0.6
CC(C)n1c2ccccc2c2nnc(SCC(=O)N3c4ccccc4Sc4ccccc43)nc21	-15.6	-0.3
C[C@@H]1CN([C@H](C)CO)S(=O)(=O)c2ccc(-c3ccc(C(=O)N(C)C)cc3)cc2O[C@H]1CN(C)C(=O)C1CCOCC1	/	-0.5
C[C@@H]1CN([C@H](C)CO)C(=O)c2cc(NC(=O)Nc3ccccc3)ccc2O[C@@H](C)CCCCO[C@@H]1CN(C)C	4.5	2.9
